ALOX12 inh – ALOX12 (human) lipoxygenase inhibition | P18054 | 580,000 tested, 1.1% active | purified 12hLO, xylenol orange hydroperoxide absorbance | Potency, µM (titrated, usually from 108 µM), for inactives: at the top dose activity change, negative = inhibition, hits mostly inhibitors; active means well fitted inhibition curve with a large enough effect; inconclusive means small, poorly fitted or top-dose-only effect, or another doubt; inactive means no such curve, though single readings can be large or run the other way
Target sequence (P18054 whole entry, looked up): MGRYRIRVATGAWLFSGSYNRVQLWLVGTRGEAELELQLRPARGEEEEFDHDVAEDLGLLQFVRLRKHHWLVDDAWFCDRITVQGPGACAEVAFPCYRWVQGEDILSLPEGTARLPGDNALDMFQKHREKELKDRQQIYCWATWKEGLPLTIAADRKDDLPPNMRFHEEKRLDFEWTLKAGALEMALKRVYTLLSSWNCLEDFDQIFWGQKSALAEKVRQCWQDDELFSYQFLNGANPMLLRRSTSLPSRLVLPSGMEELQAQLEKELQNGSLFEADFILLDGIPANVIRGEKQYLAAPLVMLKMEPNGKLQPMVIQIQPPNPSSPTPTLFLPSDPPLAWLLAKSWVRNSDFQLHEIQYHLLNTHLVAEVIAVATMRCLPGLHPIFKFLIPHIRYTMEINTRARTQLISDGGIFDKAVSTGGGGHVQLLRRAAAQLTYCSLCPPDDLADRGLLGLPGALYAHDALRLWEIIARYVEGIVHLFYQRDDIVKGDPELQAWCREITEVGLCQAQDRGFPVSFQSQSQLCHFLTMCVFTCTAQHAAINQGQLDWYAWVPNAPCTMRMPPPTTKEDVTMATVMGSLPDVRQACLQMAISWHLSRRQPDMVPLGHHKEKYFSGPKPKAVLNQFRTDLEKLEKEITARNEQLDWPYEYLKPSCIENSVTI
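Hydroperoxide product was detected by ferrous iron/xylenol orange as the 573 to 405 nm absorbance ratio. Arachidonic acid at 40 uM (final) was turned over for 30 min at room temperature by 150 nM human 12hLO, pH 7.0 Hepes buffer, after 15 min compound preincubation.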
The depositor's hits bear a star; ? = inconclusive; [ ] = dose if it differs, or a comment. On the % scale 0 is the no-effect control and ±100 the full control effect; potency means the concentration at half of the fitted maximal effect. This is a subset (hit frequency here may not be typical).

Compound	ALOX12 inh
COc1ccc(CO)cc1	18%[176 µM]
C=C[C@H]1CN2CC[C@H]1C[C@@H]2CNS(=O)(=O)c1cccc2cccnc12	97%[activator][176 µM]
CCNC(=O)NC[C@H]1C[C@@H]2CCN1C[C@@H]2c1cc(-c2ccc(OC)c(OC)c2)nc(C)n1	23%
COc1cc2c(cc1OCC1CC1)NC(=O)C21CCN(C(=O)c2ccccc2)CC1	7%[176 µM]
Cc1ncc2c(n1)C[C@@H]1CC[C@H]2N1C(=O)c1ccc(C(C)C)cc1	30%
COC(=O)C1(F)C(=O)NC(=O)NC1O (stereo unspecified)	-6%
O=C(c1cccs1)C1CCCN(Cc2cc3n(n2)CCNC3)C1 (stereo unspecified)	42%
C[C@H](Cc1ccc(OCC(=O)O)cc1)NC[C@H](O)c1cccc(Cl)c1	4%
COCC(=O)N1CCC2(CC1)C(=O)Nc1cc(Oc3ccccc3)c(OC)cc12	-33%[176 µM]
N#CC1=C(N)Oc2nc(SCc3ccccc3Cl)nc(N)c2C1c1ccccc1F (stereo unspecified)	?
COc1ccccc1-c1cc([C@H]2CN3CC[C@H]2C[C@@H]3CNC(C)=O)n(C)n1	45%[activator][176 µM]
O=c1c(-c2cccs2)ccc2n1C[C@H]1C[C@@H]2CN(C2CCOCC2)C1	?
CC(=O)C1=C(C)OC(N)=C(C(=O)OCc2ccccc2)C12C(=O)Nc1ccccc12 (stereo unspecified)	?
CC(C)CN1Cc2ccccc2-n2ccnc2C12CCN(C(=O)c1ccn[nH]1)CC2	-1%
COc1ccc(-c2cc([C@H]3CN4CC[C@H]3C[C@@H]4CNC(=O)c3ccc(N(C)C)cc3)n(C)n2)cc1	-5%
O=C(c1cn2c(n1)CNCC2)N1C[C@H](c2ccccc2)[C@@H]2[C@H]1C1CCN2CC1	-5%
OCC1CN(c2ncccn2)CC12CCNCC2 (stereo unspecified)	18%
CCOC(=O)C1=C(N)OC(C)=C(C(=O)OC(C)C)C12C(=O)Nc1ccc(Br)cc12 (stereo unspecified)	0%
O=S(=O)(NC[C@H]1C[C@@H]2CCN1C[C@@H]2CN1CCN(c2ccccc2)CC1)c1ccccc1	0%
CCOC(=O)[C@]12Cc3cc(C)ccc3[C@H]1N(C1CCCCC1)C(=O)c1ccccc12	50µM*
COc1cc2c(cc1OCc1ccccc1)NC(=O)C21CCN(Cc2ccccc2)CC1	-18%[176 µM]
COc1ccc(OC(=O)N(C)C[C@@H]2OCc3cnnn3CCCC(=O)N([C@@H](C)CO)C[C@H]2C)cc1	-20%
O=C(O)C1=NOC2CN(CC3CCNC3)CC12 (stereo unspecified)	?
CCCCc1cn(C[C@H]2C[C@@H]3CCN2C[C@@H]3C(=O)Nc2ccccc2)nn1	71%[activator][176 µM]
Cn1cccc1C(=O)C(=O)N1C[C@H](c2cc(F)cc(F)c2)[C@@H]2[C@H]1C1CCN2CC1	3%
CCOC(=O)C1=C(N)OC(C)=C(C(=O)OCc2ccccc2)C12C(=O)Nc1ccc(Br)cc12 (stereo unspecified)	0%
C[C@]12Cc3cn[nH]c3C[C@@H]1CC[C@@H]1[C@@H]2CC[C@@]2(C)[C@H]1CC[C@]2(C)O	-28%[22.9 µM]
O=C1c2ccccc2-n2nnnc2C2c3ccccc3-n3nncc3CN12 (stereo unspecified)	12%
CN(C[C@H]1CN2CC[C@H]1C[C@@H]2CNS(=O)(=O)c1cccs1)c1ccccc1	-35%[176 µM]
Cc1noc(C)c1CC(=O)N1[C@H]2CC[C@@H]1c1cnc(-c3ccccc3)nc1C2	21%
c1ccc2oc(-c3ccc4c(c3)CNCc3cnnn3-4)cc2c1	-23%
COc1cc2c(cc1OCc1ccccc1)NC(=O)C21CCN(C(=O)C(C)C)CC1	4%[176 µM]
CN(C)Cc1cn(C[C@H]2C[C@@H]3CCN2C[C@@H]3C(=O)Nc2nccs2)nn1	-4%[176 µM]
CN1Cc2ccccc2-n2ccnc2C12CCN(C(=O)c1ccccn1)CC2	50%[activator]
Cc1ccc(C(c2c(O)c3ccccc3oc2=O)c2c(O)c3ccccc3oc2=O)cc1	13µM*
COc1ccc(OC(=O)N(C)C[C@@H]2OCc3cnnn3CCCC(=O)N([C@H](C)CO)C[C@@H]2C)cc1	0%
O=C1N(Cc2ccccn2)C[C@H]2CN(Cc3cccnc3)CCN12	115%[activator][176 µM]
C=CCNC(=S)N1Cc2cc(Br)ccc2-n2nncc2C1	-1%
CC(C(=O)c1c[nH]c2ccccc12)N(Cc1ccc(F)cc1)C1CC1 (stereo unspecified)	?
CCOC(=O)[C@]12Cc3c(cc(OC)c(OC)c3OC)[C@H]1N(CCC(=O)OC)C(=O)c1ccccc12	96%[activator]
FC(F)(F)CN1C2CCC1CN(c1nccc(C(F)(F)F)n1)C2	4%[6.33 µM]
O=C(c1ccn[nH]1)N1[C@H]2CC[C@@H]1c1cnc(-c3ccccc3)nc1C2	48%[activator]
CSCC(=O)N1C[C@@H]2C[C@H](C1)c1c(-c3ccc(NC(C)=O)cc3)ccc(=O)n1C2	-7%[176 µM]
CCCCn1nnnc1C(CCc1ccccc1)N1CCC(n2c(=O)[nH]c3ccccc32)CC1 (stereo unspecified)	-7%
COc1cc(CNC2CN3CCC2CC3)cc(Cl)c1OCc1ccccc1Cl (stereo unspecified)	?
Cc1cccc(CC(=O)N2[C@H]3CC[C@@H]2c2cnc(C)nc2C3)c1	38%[activator]
O=C(Nc1nccs1)[C@H]1CN2CCC1C[C@@H]2Cn1cc(CCO)nn1 (stereo partly specified)	?
COc1ccc(CCNCc2cccc(F)c2)cc1	?
CC(C)(C)C(=O)NC(Sc1nccc(SC(NC(=O)C(C)(C)C)C(Cl)(Cl)Cl)n1)=C(Cl)Cl (stereo unspecified)	?
O=C(COc1ccccc1)N1[C@H]2CC[C@@H]1c1cnc(-c3ccccc3)nc1C2	6%
C#C[C@H]1CN2CC[C@H]1C[C@@H]2CNCc1cccc(Cl)c1	67%[activator][176 µM]
COc1cccc2c1NC1(C)c3cc4c(cc3-n3nncc3CN1C2=O)OCO4 (stereo unspecified)	-1%
CSCCC(c1nnnn1C1CCCC1)N1CCC2(CC1)C(=O)NCN2c1ccccc1 (stereo unspecified)	-7%
O=C1CC(C(=O)O)CN1 (stereo unspecified)	-28%
O=C1CO[C@H]2CN(Cc3ccccc3)C[C@H]2N1Cc1cccnc1	-14%[176 µM]
O=S(=O)(NC[C@H]1C[C@@H]2CCN1C[C@@H]2CN1CCc2ccccc21)c1ccc(Cl)cc1	-27%
NC(Cc1ccccc1Cl)c1nn[nH]n1 (stereo unspecified)	-2%
COc1ccc(-c2cc3c(cn2)CN(C)CCN3)cc1OC	-13%[176 µM]
O=C(O)CSCC(=O)N1C[C@@H]2C[C@H](C1)c1ccc(-c3cccc(C(F)(F)F)c3)c(=O)n1C2	3%
COCc1cn(C[C@H]2CC3CCN2C[C@@H]3C(=O)NC2CCCCC2)nn1 (stereo partly specified)	13%[176 µM]

Part of the list above in order of formula weight, ascending:
Compound	ALOX12 inh
NC(Cc1ccccc1Cl)c1nn[nH]n1 (stereo unspecified)	-2%
C#C[C@H]1CN2CC[C@H]1C[C@@H]2CNCc1cccc(Cl)c1	67%[activator][176 µM]
O=C1CO[C@H]2CN(Cc3ccccc3)C[C@H]2N1Cc1cccnc1	-14%[176 µM]
O=S(=O)(NC[C@H]1C[C@@H]2CCN1C[C@@H]2CN1CCc2ccccc21)c1ccc(Cl)cc1	-27%
CSCCC(c1nnnn1C1CCCC1)N1CCC2(CC1)C(=O)NCN2c1ccccc1 (stereo unspecified)	-7%
CC(C)(C)C(=O)NC(Sc1nccc(SC(NC(=O)C(C)(C)C)C(Cl)(Cl)Cl)n1)=C(Cl)Cl (stereo unspecified)	?

Continuation.
Compound	ALOX12 inh
O=C1Nc2ccccc2CC12CCN2Cc1cccnc1 (stereo unspecified)	-22%
COc1cc2c(cc1OCC1CC1)NC(=O)C21CCN(Cc2ccccc2O)CC1	0%[176 µM]
C=C[C@H]1CN2CC[C@H]1C[C@@H]2CNC(=O)c1ccc(-c2ccccc2)cc1	27%[176 µM]
Cc1cccc2[nH]cc(CCN)c12	7%
COCCNC(=O)[C@H]1CN2CCC1C[C@@H]2Cn1cc(-c2ccc(OC)cc2)nn1 (stereo partly specified)	-17%[176 µM]
COc1ccc(-n2nnnc2C(c2ccccc2OC(F)(F)F)N2CCC(n3c(=O)[nH]c4ccccc43)CC2)cc1 (stereo unspecified)	-22%
COc1cc2c(cc1OCc1ccccc1)NC(=O)C21CCN(Cc2ccncc2)CC1	9%[176 µM]
OCC1CN(C2CCC2)CC12CCN(Cc1cccnc1)CC2 (stereo unspecified)	133%[activator]
C[C@]12CC[C@H]3[C@@H](CCC4=CC(=O)CC[C@@H]43)[C@@H]1CC[C@@H]2OC(=O)CCc1ccco1	-20%[22.9 µM]
CC1OC(OC2CCC3(C=O)[C@H]4CCC5(C)C(C6=CC(=O)OC6)CCC5(O)[C@@H]4CCC3(O)C2)CC2OC(C)(C)OC12 (stereo partly specified)	19%
Cc1cccc(NC(=O)N2[C@H]3CC[C@@H]2c2cnc(C)nc2C3)c1	11%
CN(Cc1ccccc1)C[C@H]1CN2CC[C@H]1C[C@@H]2CNC(=S)Nc1ccc(N(C)C)cc1	-13%

The final 5 records of the section above open the next one:
Compound	ALOX12 inh
OCC1CN(C2CCC2)CC12CCN(Cc1cccnc1)CC2 (stereo unspecified)	133%[activator]
C[C@]12CC[C@H]3[C@@H](CCC4=CC(=O)CC[C@@H]43)[C@@H]1CC[C@@H]2OC(=O)CCc1ccco1	-20%[22.9 µM]
CC1OC(OC2CCC3(C=O)[C@H]4CCC5(C)C(C6=CC(=O)OC6)CCC5(O)[C@@H]4CCC3(O)C2)CC2OC(C)(C)OC12 (stereo partly specified)	19%
Cc1cccc(NC(=O)N2[C@H]3CC[C@@H]2c2cnc(C)nc2C3)c1	11%
CN(Cc1ccccc1)C[C@H]1CN2CC[C@H]1C[C@@H]2CNC(=S)Nc1ccc(N(C)C)cc1	-13%
O=c1ccc(-c2ccccc2)c2n1C[C@H]1C[C@@H]2CN(Cc2ccc(CO)o2)C1	2%[176 µM]
COCC1(CO)C(=O)C2CCN1CC2 (stereo unspecified)	?
COc1ccc2c(c1)C1(CCNC1)C(=O)N2 (stereo unspecified)	63%[activator]
N#Cc1cccc(-c2ccc(=O)n3c2[C@@H]2C[C@@H](CN(C(=O)NC4CCCCC4)C2)C3)c1	1%[176 µM]
COCC(=O)NC[C@H]1C[C@@H]2CCN1C[C@@H]2CN1CCc2ccccc2C1	-1%[176 µM]
O=C(O)CCCCNCc1ccc(C(=O)O)cc1	0%
CC[C@H]1CN2CC[C@H]1C[C@@H]2CNC(=O)N1CCOCC1	104%[activator][176 µM]
O=P(OC1=CCCCC1)(c1ccccc1)c1ccccc1	14%
Cc1cccc(OCC(=O)N2[C@H]3CC[C@@H]2c2cnc(-c4ccccc4)nc2C3)c1	28%
COc1cc2c(cc1OCc1ccccc1)NC(=O)C21CCN(c2cnccn2)CC1	-1%[176 µM]
c1cncc(C2=NOC3(CCCN(CC4CCCC4)C3)C2)c1 (stereo unspecified)	12%[6.33 µM]
FC(F)(F)CN1C2CCC1CN(c1nnc(Cl)c3ccccc13)C2	5%[6.33 µM]
CC1=NOC2(CCCN(CC3CCCCC3)C2)C1 (stereo unspecified)	3%[12.5 µM]
COc1cc2c(cc1OC1CCCC1)NC(=O)C21CCN(C(=O)c2ccnn2C)CC1	12%[176 µM]
CCOC(=O)C1=C(N)OC(C)=C(C(=O)OCc2ccccc2)C12C(=O)Nc1ccccc12 (stereo unspecified)	-12%
CCN1CCN(C(=O)Cc2c[nH]c3ccccc23)CC1	-8%
COCCN1C(=O)CS(=O)(=O)C12CCNCC2	51%[activator]
N#CCCNC(=O)CCl	-6%
C#C[C@H]1CN2CC[C@H]1C[C@@H]2CNC(=O)c1ccc(N(C)C)cc1	32%[activator][176 µM]
COc1ccc(-c2ccc3c(c2)CNCc2cnnn2-3)cc1	-30%
O=S(=O)(O)C(F)(F)C(F)(F)C(F)(F)C(F)(F)C(F)(F)C(F)(F)C(F)(F)C(F)(F)F	?
COc1ccc(C(=O)N2[C@H]3CC[C@@H]2c2cnc(C)nc2C3)cn1	20%
C=C[C@H]1CN2CC[C@H]1C[C@@H]2CNS(C)(=O)=O	81%[activator][176 µM]
C[N+](C)(C)CC1CCC1	28µM*
CC(=O)C1CCC2C3CCC4CC(O)CCC4(C)C3CCC12C#N (stereo unspecified)	-1%
O=C1c2ccccc2-n2nnc(-c3ccccc3)c2C2c3cc(Br)ccc3CCN12 (stereo unspecified)	6%
O=c1[nH]c2ccccc2n1C1CCN(C(c2ccnc3ccccc23)c2nnnn2Cc2ccccc2)CC1 (stereo unspecified)	-29%
CN1CCCCC12Cc1ccccc1CN(C(=O)Cc1ccccc1)C2 (stereo unspecified)	10%[6.33 µM]
C=CCOc1ccc(CNCCc2c[nH]c3ccccc23)cc1	?
O=[N+]([O-])c1ccc(NCCNS(=O)(=O)c2ccccc2)c2ncccc12	-4%
O=C(NCC1=C(c2ccc3ccccc3c2)C[C@@H]2CC[C@H]1N2Cc1ccco1)c1cccs1	?
O=c1[nH]c2ccccc2n1C1CCN(Cc2ccc(-c3nc4ccccc4nc3-c3ccccc3)cc2)CC1	-39%
C=CCOC(=O)C1=C(C)OC(N)=C(C(=O)OCC)C12C(=O)Nc1ccccc12 (stereo unspecified)	2%
Cc1cc(N2CCNC[C@H]2C)ccc1N1CCN[C@H](C)C1	40µM*

High-throughput results from PubChem BioAssay.
